# Source: PubChem BioAssay (Broad Institute)
# PvdQ acylase = blocks Pseudomonas aeruginosa PvdQ acylase activity. purified PvdQ acylase, fluorescence plate reader. inhibition, % at 10 µM. hit rate 0.063% among 340,000; in the data active = inhibition above about 30%, passing the limit was not always enough;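 note: 0% = vehicle neutral wells and 100% = reference inhibitor wells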
# NSD2 HMT inh = inhibitors of human histone methyltransferase NSD2 | hit rate 0.54% among 310,000 | NSD2 peptide methylation, AlphaScreen, 120 min | O96028 | inhibition, % at 12.5 µM | AID 743445; in the data active = inhibition above about 50%
# dFosB activator = mouse delta FosB homodimer activation. hit rate 0.99% among 340,000. AID 493131. activation, % at 25 µM. purified delta FosB, TAMRA-CDK5 oligo fluorescence polarization; percent of positive-control signal above neutral wells;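 active = mean activation above about 17%, with every replicate also reaching it, limit read from the data, passing the limit was not always enough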;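 note: fluorescence polarization rise as delta FosB binds a TAMRA Cdk5 AP-1 oligo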
# SR-BI DiI inh = blocks mouse SR-BI lipid uptake from DiI-HDL | Q61009 | ldlA[mSR-BI] CHO cells, DiI-HDL uptake fluorescence, 3 h | inhibition, % at 12.5 µM | hit rate 0.96% among 320,000;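 active = mean replicate inhibition of at least 70% and a set share of replicates each scoring 70 or more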;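 note: 0% = median of neutral control wells and 100% = median of positive control wells; values of inactives mirror those of a sister screen read the other way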
# CAL PDZ FP-1 = blocks peptide binding to the human CAL PDZ domain. Q9HD26. purified CAL PDZ, TMR-peptide fluorescence polarization, 1 h. inhibition, % at 24.9 µM. hit rate 0.92% among 300,000. AID 602252;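 active = mean inhibition of at least 30% with at least half of replicates also reaching 30%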;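 note: 0% = DMSO neutral control and 100% = excess unlabeled competitor peptide PRC23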
# MITF act = MITF TRPM1 promoter activation in melanoma cells | SK-MEL-5 TRPM1-promoter luciferase, 24 h; % of positive control, neutral wells = 0 | activation, % at 12.5 µM | hit rate 0.75% among 300,000 | AID 588334;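 active = mean activation of at least 80% with every replicate also reaching 80%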;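 note: 0% = neutral control wells and 100% = parthenolide positive control wells; values of inactives mirror those of a sister screen read the other way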
# PfHsp90 set2 = growth inhibition of yeast expressing Plasmodium Hsp90; S. cerevisiae expressing PfHsp90, BacTiter-Glo ATP, 48 h; yeast lacking PDR1 and PDR3 efflux regulators; inhibition, % at 9.4 µM; hit rate 0.32% among 310,000;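 active = every replicate shows inhibition above about 80%, whatever the replicate mean, limit read from the data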;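 note: 0% = DMSO neutral controls and 100% = 20 µM radicicol positive controls; yeast relying on Plasmodium falciparum Hsp90 in place of its own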
# CAL PDZ FP-2 = inhibitors of human CAL PDZ peptide binding; Q9HD26; purified CAL PDZ, TMR-peptide fluorescence polarization, 1 h; inhibition, % at 20 µM; hit rate 0.02% among 330,000; AID 504414;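 active = highest replicate inhibition of at least 40%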;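 note: plate controls were DMSO neutral control wells for no effect and unlabeled competitor peptide control wells for full effect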
#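 Material: tagged CAL PDZ domain; buffer or medium: 25 mM sodium phosphate pH 7.4, 150 mM NaCl, TCEP, IgG, Thesit; compound dosing: single point, 20 µM; schedule: 1 h incubation at room temperature before polarization reading; measured by: FP readout, S and P plane fluorescence; read-out basis: percent inhibition from loss of millipolarization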
# Rtt109 Vps75 = C. albicans Rtt109 histone acetyltransferase inhibition. hit rate 0.16% among 330,000. inhibition, % at 34.9 µM. purified Rtt109/Vps75, ThioGlo CoA-SH fluorescence, 4 h. AID 540336. Q5AAJ8;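 active = inhibition of at least 50% in every replicate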
# SR-BI DiI-HDL act = SR-BI HDL lipid transfer activation | CHO ldlA[mSR-BI] cells, DiI-HDL uptake fluorescence, 3 h; 100 = double the neutral-control signal | activation, % at 12.5 µM | hit rate 0.096% among 320,000 | AID 504775;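 active = mean replicate activation of at least 60% and every replicate at or above 60%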;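 note: 0% = median plate neutral-control signal and 100% = twice that signal; values of inactives mirror those of a sister screen read the other way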
#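 material = CHO ldlA[mSR-BI] cells | medium = Ham's F12 with 0.5% BSA, HEPES 25 mM, pH 7.4 | reagent = fluorescent DiI-HDL, 10 µg/mL final | compound dosing = single-point compound dose | incubation = 3 h, 37 °C | measured by = bottom-read fluorescence, 550/595 nm | measure = HDL uptake via cellular fluorescence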
# Active calls of the source: *; · = not tested or not shown; & = joins results of further samples.
SMILES,PvdQ acylase,NSD2 HMT inh,dFosB activator,SR-BI DiI inh,CAL PDZ FP-1,MITF act,PfHsp90 set2,CAL PDZ FP-2,Rtt109 Vps75,SR-BI DiI-HDL act
Cc1cc(C)c(C#N)c(SCC(=O)Nc2ccc3c(c2)OCO3)n1,4.4,0.2,0.6,12.7,-2.3,24.7,-56.7,-0.6,8.1,-12.7
COc1ccc(Cl)cc1NC(=O)CSc1nnc(C)c(=O)n1N,-10.0,-2.2,-4.9,3.5,-6.3,-6.1,3.0,-0.1,-0.9,-3.5
O=C(O)CCCCCNC(=O)c1cccc(Br)c1,-8.0,-0.3,1.7,-4.2,0.4,·,·,-0.9,·,4.2
O=C(CCCSc1ccccc1)Nc1nc(-c2ccccn2)cs1,-12.3,1.2,-12.8,-16.5,-1.9,-13.1,-15.1,-1.3,-26.9,16.5
CC(C)N(C(=O)[C@H]1CC(CC(=O)NCCN2CCOCC2)C(=O)N2CCc3c([nH]c4ccccc34)[C@]12C)C(C)C (some centres not stated),-1.7,·,-7.3,-9.8,1.2,7.8,-21.6,-1.2,-0.4,9.8
Nc1c(C(=O)c2ccccc2)oc2ccc(Br)cc12,-4.7,-0.6,-1.0,20.6,2.7,61.6,-35.5,0.4,2.7,-20.6
CCOC(=O)c1c(-c2ccccc2)nc2ccccn12,-4.9,-1.2,-20.5,-7.1,-0.7,-3.3,-9.5,-1.9,11.3,7.1
Cc1ccccc1N1CCN(S(=O)(=O)c2cccs2)CC1,1.9,-2.6,-0.6,-2.0,-3.3,2.4,13.9,-1.4,1.1,2.0
COc1ccc(CCNC(=O)CNC(=O)c2ccco2)cc1,-9.8,-1.6,0.3,-25.2,-3.0,7.1,1.3,-2.0,0.9,25.2
CC1(C)Cc2ccccc2-c2nnc(SCC(=O)Nc3ccc4c(c3)OCO4)n21,-11.4,-0.2,-2.6,10.7,-0.4,·,·,-2.2,·,-10.7
COC(=O)c1cc(F)c(-n2cncn2)c(F)c1,4.7,-0.8,-8.0,-10.1,·,-3.3,18.0,-2.0,-1.6,10.1
CC(=O)C1=C(C)NC(=O)NC1c1ccccc1 (configuration not stated),-14.9,-2.1,0.5,-1.7,-1.5,-1.4,1.7,-0.7,-1.3,1.7
O=C(O)C1CSC2(c3ccc(Br)cc3)CCC(=O)N12 (configuration not stated),-10.7,-5.1,-11.7,-0.6,5.0,4.7,-79.0,-2.5,-4.5,0.6
COC(=O)[C@H](CCSC)NC(=O)NCCC1=CCCCC1,-3.8,0.1,-1.5,-4.4,-11.5,-9.9,-35.5,·,-7.0,4.4
CCCCCCc1cc2cc(S(=O)(=O)c3ccc(F)cc3)c(=O)oc2cc1O,-17.5,-2.4,6.1,-11.6,-2.8,9.6,-5.8,-3.7,-7.1,11.6
O=C(Nc1ccc(-c2nnc3n2CCCCC3)cc1)c1cnccn1,6.7,-3.2,2.5,-31.2,-1.6,-5.9,4.2,0.0,3.3,31.2
CCCCC1(Cc2ccc([N+](=O)[O-])cc2)C(=O)N(c2ccccc2)N(c2ccccc2)C1=O,-4.1,-0.8,2.4,-41.9,-0.2,-16.5,-23.9,-2.0,-0.1,41.9
Cc1ccc2oc(=O)c3cnn(CC(=O)NCCc4ccsc4)c3c2c1,-8.9,·,-0.5,-11.9,·,·,-15.8,-1.0,3.3,11.9
O=C(COC(=O)c1ccccc1)c1ccc(Br)cc1,-2.7,-0.5,-4.4,0.1,-4.2,53.6,15.9,-2.4,-9.8,-0.1
Cc1cccc(C(=O)NCCN2CCN(c3ccccc3)CC2)c1,-9.9,3.6,-1.4,15.5,·,·,0.5,0.5,-13.1,-15.5
COc1ccc(NC(=O)CCc2ccc(OC)c(OC)c2)cn1,-10.1,-8.7,-5.7,-16.5,1.3,-1.3,5.9,-0.6,-1.1,16.5
CN(CC(=O)Nc1ccccc1Cl)C(=O)c1ccc(Cl)c(S(=O)(=O)N2CCCCCC2)c1,-5.0,-0.2,-15.8,16.0,-4.0,-9.9,-16.1,0.4,-6.3,-16.0
O=C1CC(c2ccco2)c2ccc3ccccc3c2N1 (configuration not stated),-4.1,6.2,3.5,13.7,-1.8,1.9,-7.8,-1.1,-2.1,-13.7
O=C(COc1ccc(Br)cc1CO)Nc1ccc(F)cc1,-10.6,0.7,-1.4,17.8,-4.8,28.5,-6.4,-0.8,8.0,-17.8
O=C(COC(=O)/C=C/c1ccc(OC(F)F)cc1)NC1CCCCC1,-16.8,-4.8,0.8,-11.3,-1.0,3.6,4.0,0.1,-3.6,11.3
# Next structures:
SMILES,PvdQ acylase,NSD2 HMT inh,dFosB activator,SR-BI DiI inh,CAL PDZ FP-1,MITF act,PfHsp90 set2,CAL PDZ FP-2,Rtt109 Vps75,SR-BI DiI-HDL act
CCCSc1nc2c(cnn2-c2ccc(Cl)cc2)c(=O)[nH]1,-22.7,·,-4.3,1.4,-6.3,6.2,5.6,-1.7,2.9,-1.4
CCOc1cc(/C=C2/NC(=O)NC2=O)cc([N+](=O)[O-])c1O,9.5,2.2,-4.7,-37.1,-0.4,2.6,-21.5,0.3,8.5,37.1
CC(=O)Nc1ccc(C(=O)Nc2ccc(S(=O)(=O)NCC3CCCO3)cc2)cc1 (configuration not stated),4.4,-2.4,-13.6,28.5,·,-8.6,·,-0.7,1.8,-28.5
Cc1ccc(NC(=O)c2ccc(Cl)c(S(=O)(=O)NCC3CCCO3)c2)c(O)c1 (configuration not stated),7.5,11.7,-11.5,14.4,1.0,-14.9,8.3,0.5,-8.3,-14.4
CN(C)CCN(Cc1cc2cc3c(cc2nc1Cl)OCO3)C(=O)c1ccco1,-17.3,-0.3,-10.4,·,-5.3,-4.2,25.6,-2.1,12.5,·
CN(C)c1ccc(/C=N\Nc2ccccn2)cc1,-15.6,4.8,-9.9,-22.2,5.0,·,-15.9,0.9,1.3,22.2
COc1cccc(C2CC(=O)NC(SC)=C2C#N)c1 (configuration not stated),-5.1,·,-10.0,·,·,7.3,-4.0,-0.3,-5.2,·
Clc1ccc(OCc2nc(-c3ccc(Br)o3)no2)cc1,9.9,·,-10.1,-23.8,·,15.8,-3.8,0.7,-5.4,23.8
Cc1cc(NC(=O)CCN2C(=O)/C(=C/c3ccccc3Cl)SC2=S)no1,-2.8,0.2,-10.8,15.0,-5.0,-10.2,24.9,0.4,-3.7,-15.0
Cc1ccc2c(C)nc(/N=C(\N)NC(=O)N3c4ccccc4Sc4ccccc43)nc2c1,1.0&-1.5,-0.7&-2.6,2.7&0.5,17.0&32.5,-4.6,3.8&-5.9,-27.3,0.4&-0.8,1.6&-0.8,-17.0&-32.5
Cc1cc2c(ncn2C(C)C)c(N)c1C,-12.6,6.0,-9.3,-22.3,-4.0,·,-1.7,-0.8,-2.4,22.3
CCCS(=O)(=O)N1CCN=C1SCc1cccc2ccccc12,-8.6,-4.9,-4.9,8.2,-5.0,11.0,-2.8,-1.9,-0.4,-8.2
N#CC1=C(S)N(c2ccccc2)C(c2cccs2)NC1=O (configuration not stated),-5.1,3.0,-5.9,-13.1,-2.9,-13.3,23.4,-2.5,109.3*,13.1
Cc1nnc(SC/C=C/c2ccccc2)n(N)c1=O,1.2,-1.2,2.8,1.3,-0.4,8.5,-41.4,-0.4,0.1,-1.3
CCOc1ccc(OCCOCCN2CCCC2)cc1,-13.9,-0.2,8.7,-12.4,-3.3,·,9.7,-0.3,4.7,12.4
O=C(Nc1ccc(Br)cc1)c1ccc(-n2cnnn2)cc1,-14.0,105.0*,-2.3,·,·,15.7,-10.1,-1.9,-2.2,·
O=C(Nc1cccc(Br)c1)c1cc(S(=O)(=O)N2CCOCC2)cs1,-16.9,1.6,2.6,22.6,-1.7,2.9,8.6,-3.1,6.2,·
COc1ccc(N2CCN(C(=O)c3cccc(Br)c3)CC2)c([N+](=O)[O-])c1,-8.2,7.4,1.7,28.6,·,6.9,-13.2,0.1,2.2,-28.6
O=c1cc(O)n(-c2ccccc2)c(=S)[nH]1,-8.7,-5.8,1.9,-36.7,·,·,-16.3,-1.0,11.4,36.7
O=C(Nc1ccc2c(c1)OCCO2)C1CCCN1C(=O)Nc1ccc(F)cc1 (configuration not stated),2.9,-1.3,-1.9,8.8,-0.3,15.0,-1.5,-0.2,-3.1,-8.8
O=c1[nH]c2c(c(=O)[nH]1)CCCCCC2,-7.2,2.9,-15.5,6.2,-2.4,6.7,11.5,-0.4,-35.3,-6.2
O=C(NCC(c1ccco1)N1CCc2ccccc2C1)C(=O)Nc1ccccc1 (configuration not stated),0.9,2.7,-7.3,5.2,-2.3,0.1,-9.9,-2.1,2.8,-5.2
COc1cc(/C=N/n2cnnc2)ccc1Oc1nc(Cl)ncc1F,-9.5,-0.4,-7.1,25.3,22.7,-9.9,9.2,-2.5,7.7,-25.3
Cc1noc(C)c1COC(=O)CCOc1ccccc1,13.4,-2.3,-6.2,-0.5,·,12.6,-0.2,-2.2,-3.8,0.5
CC(=O)c1ccc(OCc2cc(C(=O)N(C)CCOc3ccc(C)cc3)no2)cc1,-11.5,-1.1,-8.3,13.6,·,116.0*,-30.0,0.0,-2.8,-13.6

# Taken from above.
# Reading of `Cc1nnc(SC/C=C/c2ccccc2)n(N)c1=O` under MITF act: 8.5
# Reading of `O=C(Nc1ccc(Br)cc1)c1ccc(-n2cnnn2)cc1` under MITF act: 15.7

# Following part.
SMILES,PvdQ acylase,NSD2 HMT inh,dFosB activator,SR-BI DiI inh,CAL PDZ FP-1,MITF act,PfHsp90 set2,CAL PDZ FP-2,Rtt109 Vps75,SR-BI DiI-HDL act
CC1CCN(c2ccc(/C=N/n3nnnc3N)cc2[N+](=O)[O-])CC1,9.3,-1.3,-2.6,20.4,-3.5,21.3,-7.8,0.4,5.5,-20.4
O=S(=O)(c1ccc2c(c1)OCCCO2)N1CCNCC1,-13.8,-10.3,-6.4,-21.5,·,·,13.9,-0.3,0.2,21.5
O=C(Cn1ccc(C(F)(F)F)n1)N/N=C/c1ccc(N2CCOCC2)cc1,-4.9,-3.0,-7.3,39.3,-1.2,0.0,-11.8,-1.1,-3.5,-39.3
CCNC(=O)NC(=O)C(C)OC(=O)CCS(=O)(=O)c1ccc(C)cc1 (configuration not stated),0.2,·,4.7,-22.9,4.7,5.7,6.2,0.9,1.4,22.9
Cc1cccc(C(=O)OCC(=O)NC(C)CCc2ccccc2)c1O (configuration not stated),-14.4,0.8,-4.1,7.1,2.8,-10.2,-6.8,-0.5,-8.4,-7.1
COc1ccc(-c2nnc3sc(CN4C(=O)c5ccccc5C4=O)nn23)cc1,-10.5,1.2,0.5,-14.8,-3.1,-42.3,20.8,-3.6,-0.9,14.7
Cc1ccccc1C(=O)Nc1nc(=S)ss1,-11.8,3.6,2.0,-37.3,-2.6,1.9,·,-1.8,0.2,37.3
